From PubChem
esBAF inh = SWI/SNF esBAF complex inhibition. mouse ES cells, Bmi1-luciferase knock-in reporter, 24 h; 100% = twice the neutral-well signal. reporter increase, % at 12.5 µM. hit rate 2% among 350,000; in the data active = activation above about 40%;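 note: 0% = median of the plate's neutral control wells and 100% = double that signal; a rise in the Bmi1 reporter signal indicates esBAF inhibition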
CFTR F508del cor = CFTR F508del correction in bronchial cells; hit rate 0.36% among 350,000; AID 720511; CFBE cells, YFP halide quenching; stimulated with forskolin plus potentiator P3; % fluorescence drop versus neutral controls; activity (quench increase), % at 7.58 µM;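 active = mean added fluorescence quench of at least 8% versus neutral control, with both replicates also reaching 8%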;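 note: cells transiently co-express mutant CFTR-F508del with the halide-sensitive YFP; corrector assay measuring rescue of mutant channel to the surface after 24 h compound exposure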
INS-1E GSIS act = primary screen for activators of insulin secretion dependent on glucose, INS-1E cells, GLuc reporter luminescence | hit rate 0.61% among 370,000 | INS-1E GLuc reporter insulin secretion, 2-3 h | activation, % at 16.6 µM;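 active = lowest replicate activation of at least 40%, so every replicate reaches that level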;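 note: 0% = median of neutral control wells and 100% = median of IBMX positive control wells; some compounds called inactive have numbers as strong as hits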
ERAP1 inh = inhibitors of human ERAP1 aminopeptidase; recombinant ERAP1, Leu-AMC fluorescence, 60 min; inhibition, % at 10.7 µM; hit rate 0.15% among 340,000; AID 652197;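 active = mean replicate inhibition of at least 30%, or all replicates individually reaching that 30% level; inactive = mean below 30% and not every replicate reaching it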;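 note: 0% = neutral control wells and 100% = L-leucinethiol positive control wells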
Target sequence (Q9NZ08 whole entry, looked up): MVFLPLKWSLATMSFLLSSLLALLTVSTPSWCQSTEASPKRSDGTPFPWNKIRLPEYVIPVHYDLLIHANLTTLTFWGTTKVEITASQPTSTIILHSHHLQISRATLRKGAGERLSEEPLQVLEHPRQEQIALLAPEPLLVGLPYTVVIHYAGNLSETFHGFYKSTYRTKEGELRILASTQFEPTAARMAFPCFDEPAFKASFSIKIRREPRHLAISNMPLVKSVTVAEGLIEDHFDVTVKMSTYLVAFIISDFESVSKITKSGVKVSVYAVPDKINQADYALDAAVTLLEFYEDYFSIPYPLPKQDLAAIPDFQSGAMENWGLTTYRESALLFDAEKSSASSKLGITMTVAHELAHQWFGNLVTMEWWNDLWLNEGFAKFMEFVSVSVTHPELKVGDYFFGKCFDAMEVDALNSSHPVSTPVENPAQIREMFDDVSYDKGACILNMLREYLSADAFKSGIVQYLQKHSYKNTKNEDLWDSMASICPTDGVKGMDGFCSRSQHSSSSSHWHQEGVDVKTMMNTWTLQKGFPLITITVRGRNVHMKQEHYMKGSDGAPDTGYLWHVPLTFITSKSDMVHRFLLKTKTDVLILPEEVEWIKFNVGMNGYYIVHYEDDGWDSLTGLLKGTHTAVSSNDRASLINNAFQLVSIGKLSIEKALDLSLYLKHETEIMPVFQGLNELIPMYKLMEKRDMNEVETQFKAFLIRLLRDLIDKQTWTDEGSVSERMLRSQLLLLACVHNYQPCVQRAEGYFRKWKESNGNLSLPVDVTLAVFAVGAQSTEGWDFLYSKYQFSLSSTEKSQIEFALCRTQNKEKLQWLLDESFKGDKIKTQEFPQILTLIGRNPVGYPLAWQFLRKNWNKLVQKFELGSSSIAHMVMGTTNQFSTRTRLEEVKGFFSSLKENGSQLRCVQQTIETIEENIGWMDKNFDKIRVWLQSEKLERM
XiGFP reactiv = X-chromosome reactivation activator; XiGFP mouse fibroblasts, % GFP-positive cells imaging, 3 d; cells co-treated with 5-aza-dC sensitizer; scaled so ellipticine positive control = 100%; activation, % at 7.58 µM; hit rate 0.055% among 360,000; AID 743238;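 active = mean normalized replicate activation at least 10% and every replicate at or above 10%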;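 note: 0% = median of on-plate neutral control wells and 100% = ellipticine 6 µM median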
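Assay system: SV40-immortalized XiGFP fibroblast cells, line 68-5-11; buffer or medium: DMEM plus 5-aza-dC sensitizer; compound: one concentration, pinned; timing: compounds 3 days, fix/stain 15 min at room temperature; benchmarks: positive control ellipticine, 6 µM final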
ARNT-TACC3 inh = ARNT/TACC3 interaction disruption; AlphaScreen His-ARNT PAS-B/GST-TACC3 binding, luminescence; TACC3 fragment carries E629A point mutation; inhibition, % at 9.99 µM; hit rate 0.66% among 390,000; AID 623870;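 active = mean inhibition of replicates at least 50% and at least half of replicates each reaching 50%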;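 note: 0% = complete ARNT plus TACC3 wells and 100% = ARNT alone without TACC3; many hits fall short of the cut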
RAD54 branch = inhibitors of human RAD54 branch migration; hit rate 0.14% among 360,000; Q92698; AID 602329; RAD54 Holliday junction branch migration, FAM/BHQ fluorescence; inhibition, % at 10.4 µM;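 active = mean normalized replicate activity at least 40 and at least half of replicates scoring 40 or more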;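 note: 0% = median of neutral control wells and 100% = median of positive control wells; inhibitors cause a drop in the FAM fluorescence signal; in these data hits start at about 50%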
RAD52 inh = RAD52 (human) annealing inhibition. inhibition, % at 18.7 µM. recombinant RAD52 DNA annealing, FRET fluorescence. AID 651710. hit rate 0.46% among 360,000. P43351;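 active = every replicate showing at least 50% inhibition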
The depositor's hits bear a star; / = not tested or not shown.

cpd | structure | esBAF inh | CFTR F508del cor | INS-1E GSIS act | ERAP1 inh
1 | CSc1ccc(NC(=O)C2(C)CCN2C(=O)C2(c3ccccc3)CC2)cc1 (stereo not given) | -0.1 | -0.1 | -21.8 | -2.6
2 | COc1ccc(/C=C2/NC(=O)CNC2=O)cc1 | -4.0 | 0.1 | 12.8 | 0.8
3 | CC1(C)C[C@@H]2C[C@@](C)(CN2C(=O)c2cc(COc3cccc(C(F)(F)F)c3)on2)C1 | 21.0 | 0.9 | -36.7 | -4.0
4 | O=C(NCCc1ccccc1)[C@H]1[C@H](CO)[C@H]2Cn3c(cccc3=O)[C@@H]1N2C(=O)C1CC1 | -2.5 | / | 7.6 | -4.9
5 | Cc1cc(-c2ccc(S(=O)(=O)N3CCc4ccccc4C3)s2)on1 | -0.7 | 2.9 | 14.0 | -0.5
6 | COc1ccc2[nH]c(C)c(C(=O)CN3CCc4cc(OC)c(OC)cc4C3)c2c1 | 6.2 | / | 3.2 | /
7 | CN1CCN(C(=S)NC(=O)c2ccccc2Br)CC1 | / | 1.2 | -1.1 | -2.1
8 | C[C@H]1CN([C@@H](C)CO)C(=O)c2cccc(NS(=O)(=O)c3ccc(Cl)cc3)c2O[C@@H]1CN(C)C(=O)Nc1ccc(F)cc1 | 1.2 | -0.5 | -9.3 | 0.7
9 | Cc1cc(NC(=O)C(C)SCC(=O)OCC(=O)Nc2c(C)cccc2C(C)C)no1 (stereo not given) | 3.9 | 0.1 | -6.9 | 3.0
10 | COc1ccc(S(=O)(=O)N2CCOCC2)cc1NC(=O)Cc1ccc(F)cc1 | -1.5 | 2.3 | -2.2 | 0.0
11 | O=C(/C=C/c1cccc([N+](=O)[O-])c1)Nc1ccccn1 | / | -0.2 | / | -1.6
12 | C[C@@H]1CN([C@@H](C)CO)C(=O)c2cc(NC(=O)Cn3cnnn3)ccc2O[C@@H]1CN(C)Cc1ccc(C(F)(F)F)cc1 | 4.6 | 0.2 | 17.7 | 0.3
13 | O=C(CN1CCOCC1)N1CC[C@@H]2[C@@H](CO)Nc3ccc(-c4ccc(F)cc4)cc3[C@@H]21 | -2.8 | 0.3 | -1.5 | -2.5
14 | O=C(c1cccc(N2C(=O)C3C4C=CC(C4)C3C2=O)c1)N1CCCc2ccccc21 (stereo not given) | -1.6 | 0.7 | -6.5 | -1.7
15 | O=C(C[C@H]1C[C@H]2c3cc(NC(=O)c4ccc5c(c4)OCO5)ccc3O[C@H]2[C@@H](CO)O1)NCC1CC1 | 9.1 | 0.8 | 4.1 | 2.2

cpd | XiGFP reactiv | ARNT-TACC3 inh | RAD54 branch | RAD52 inh
1 | 0.2 | / | -4.9 | -65.9
2 | 0.0 | -16.7 | 16.0 | 2.0
3 | 0.1 | -1.0 | -7.9 | -11.5
4 | 0.0 | -4.3 | 4.3 | -5.5
5 | 0.2 | 30.5 | -12.1 | -11.4
6 | / | 4.8 | 19.1 | /
7 | 0.0 | -0.8 | 6.8 | 8.1
8 | 0.0 | -5.0 | -4.2 | -10.3
9 | 0.0 | 0.9 | 2.6 | -6.0
10 | -0.1 | / | -1.4 | -33.0
11 | 0.0 | -1.6 | 7.1 | -1.2
12 | -0.4 | 3.6 | 1.6 | -13.0
13 | 0.0 | -3.6 | 10.2 | -19.0
14 | -0.1 | -1.9 | 7.8 | -19.4
15 | 0.2 | -10.4 | 2.8 | -6.6

Profiles, quoted from the list.
Listed for Cc1cc(-c2ccc(S(=O)(=O)N3CCc4ccccc4C3)s2)on1 : esBAF inh: -0.7; CFTR F508del cor: 2.9; INS-1E GSIS act: 14.0; ERAP1 inh: -0.5; XiGFP reactiv: 0.2; ARNT-TACC3 inh: 30.5; RAD54 branch: -12.1; RAD52 inh: -11.4
Listed for O=C(C[C@H]1C[C@H]2c3cc(NC(=O)c4ccc5c(c4)OCO5)ccc3O[C@H]2[C@@H](CO)O1)NCC1CC1 : esBAF inh: 9.1; CFTR F508del cor: 0.8; INS-1E GSIS act: 4.1; ERAP1 inh: 2.2; XiGFP reactiv: 0.2; ARNT-TACC3 inh: -10.4; RAD54 branch: 2.8; RAD52 inh: -6.6
Listed for COc1ccc2[nH]c(C)c(C(=O)CN3CCc4cc(OC)c(OC)cc4C3)c2c1 : esBAF inh: 6.2; CFTR F508del cor: /; INS-1E GSIS act: 3.2; ERAP1 inh: /; XiGFP reactiv: /; ARNT-TACC3 inh: 4.8; RAD54 branch: 19.1; RAD52 inh: /

The main list resumes, repeating the 5 entries before the break.
cpd | structure | esBAF inh | CFTR F508del cor | INS-1E GSIS act | ERAP1 inh
11 | O=C(/C=C/c1cccc([N+](=O)[O-])c1)Nc1ccccn1 | / | -0.2 | / | -1.6
12 | C[C@@H]1CN([C@@H](C)CO)C(=O)c2cc(NC(=O)Cn3cnnn3)ccc2O[C@@H]1CN(C)Cc1ccc(C(F)(F)F)cc1 | 4.6 | 0.2 | 17.7 | 0.3
13 | O=C(CN1CCOCC1)N1CC[C@@H]2[C@@H](CO)Nc3ccc(-c4ccc(F)cc4)cc3[C@@H]21 | -2.8 | 0.3 | -1.5 | -2.5
14 | O=C(c1cccc(N2C(=O)C3C4C=CC(C4)C3C2=O)c1)N1CCCc2ccccc21 (stereo not given) | -1.6 | 0.7 | -6.5 | -1.7
15 | O=C(C[C@H]1C[C@H]2c3cc(NC(=O)c4ccc5c(c4)OCO5)ccc3O[C@H]2[C@@H](CO)O1)NCC1CC1 | 9.1 | 0.8 | 4.1 | 2.2
16 | COc1ccc(Cc2nnc(NC(=O)c3ccc(OC)c(OC)c3)s2)cc1 | 0.6 | 2.4 | 12.6 | 2.0
17 | Cc1ccc(Cn2c(N)nc3ccccc32)cc1 | 4.0 | 0.8 | -2.8 | -8.3
18 | CN(C)CC(=O)N[C@@H]1CC[C@@H](CC(=O)NCc2ccccc2F)O[C@@H]1CO | -5.8 | -1.1 | 0.5 | -1.5
19 | N#Cc1ccc(Oc2c(Cl)cncc2Cl)cc1 | 2.6 | -1.8 | -13.5 | -0.6
20 | C=CCN(C(=O)CCC(=O)Nc1cc(C)on1)C(C(=O)NC(C)(C)CC)c1cccc(OC)c1OC (stereo not given) | -7.9 | 1.1 | -16.3 | -0.4
21 | COc1ccc(-c2cnc3c(c2)C(=O)N([C@@H](C)CO)C[C@H](C)[C@H](CN(C)Cc2ccccc2)O3)cc1 | 0.8 | 2.0 | -3.9 | -0.5
22 | COC(=O)C1=C(C(=O)OC)[C@@H]2N(Cc3ccccc3)c3ccccc3[C@@]23C[C@@H](C(=O)OC)N(C(=O)c2cc(C)oc2C)C3=N1 | 7.6 | 3.1 | 2.3 | 2.8
23 | COc1ccc(C2(C(=O)Nc3ccc(OC)cc3OC)CCCC2)cc1 | -4.5 | 0.6 | -16.6 | -0.9
24 | Cc1ccc(S(=O)(=O)N(C)CC(=O)Nc2cccnc2)cc1 | 2.6 | -0.9 | -8.5 | -4.8
25 | COc1cc(OC)c(S(=O)(=O)Nc2ccccc2N2CCCCC2)cc1NC(C)=O | 10.6 | 1.2 | -8.2 | 1.0
26 | CCOC(=O)CCCCCNC(=O)c1ccc(F)cc1F | / | -2.0 | -4.3 | -0.7
27 | Cc1cccn2c(=O)c3cc(C(=O)NC4CCCC4)c(=N)n(C4CCCCC4)c3nc12 | -4.9 | 0.8 | 9.9 | 1.3
28 | CCC(=O)N1CC[C@@H]2[C@H](CO)Nc3ccc(-c4ccc(C(=O)N(C)C)cc4)cc3[C@@H]21 | 7.8 | 0.1 | 30.9 | 1.8
29 | CCCCNC(=O)CC1NCCNC1=O (stereo not given) | / | -4.3 | 6.3 | -0.7
30 | CCOC(=O)C1=C(O)C(=O)N(c2ccc(S(N)(=O)=O)cc2)C1c1ccc(Br)cc1 (stereo not given) | / | 0.9 | -20.1 | /
31 | Cc1ccc(OCc2nc3ccccc3n2C(C(=O)NC(C)(C)C)c2ccncc2)cc1 (stereo not given) | / | 0.4 | -11.4 | 0.1

cpd | XiGFP reactiv | ARNT-TACC3 inh | RAD54 branch | RAD52 inh
11 | 0.0 | -1.6 | 7.1 | -1.2
12 | -0.4 | 3.6 | 1.6 | -13.0
13 | 0.0 | -3.6 | 10.2 | -19.0
14 | -0.1 | -1.9 | 7.8 | -19.4
15 | 0.2 | -10.4 | 2.8 | -6.6
16 | 0.1 | -3.3 | -1.1 | -5.7
17 | 0.0 | -4.7 | -9.8 | -23.9
18 | -0.3 | 2.0 | 1.5 | 4.4
19 | 0.2 | -2.2 | 8.1 | -6.4
20 | 0.2 | 2.8 | -5.9 | 5.0
21 | -0.1 | -4.9 | -1.8 | -14.0
22 | 0.0 | / | 2.1 | -16.4
23 | 0.0 | 1.0 | -4.5 | -1.7
24 | 0.1 | 0.5 | -1.5 | -8.3
25 | 0.1 | 17.3 | / | -16.4
26 | 0.0 | -9.0 | -7.7 | -6.0
27 | 0.0 | -1.4 | 39.6 | 13.5
28 | 0.6 | 6.0 | -7.4 | -24.4
29 | 0.3 | -4.1 | / | -7.1
30 | / | -8.3 | 2.0 | -15.8
31 | -0.1 | / | / | -2.0
